Assay outcomes as filed in PubChem.
GRIN3A LBD mod – modulators (binders) of human NR3A ligand-binding domain | NR3A LBD differential scanning fluorimetry, Tm shift; 0% = protein alone, 100% = glycine-bound protein | Tm shift relative to glycine control, % at 25 µM | 2.5% of 340,000 active | AID 1259313;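 active = melting temperature shift of at least 10% of the positive control shift, at one fixed dose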
APJ antagonist – APJ receptor antagonism; inhibition, % at 20 µM; AID 2521; CHO-K1 APJ beta-arrestin complementation, luminescence; 0.32% of 330,000 active;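 active = inhibition above about 40% at 20 µM, limit read from the data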;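 also: cells challenged with 10 nM apelin-13 agonist together with compound; plate controls were apelin-13 plus DMSO wells for no effect and DMSO wells lacking apelin-13 for full effect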
Target sequence (P35414 whole entry, looked up): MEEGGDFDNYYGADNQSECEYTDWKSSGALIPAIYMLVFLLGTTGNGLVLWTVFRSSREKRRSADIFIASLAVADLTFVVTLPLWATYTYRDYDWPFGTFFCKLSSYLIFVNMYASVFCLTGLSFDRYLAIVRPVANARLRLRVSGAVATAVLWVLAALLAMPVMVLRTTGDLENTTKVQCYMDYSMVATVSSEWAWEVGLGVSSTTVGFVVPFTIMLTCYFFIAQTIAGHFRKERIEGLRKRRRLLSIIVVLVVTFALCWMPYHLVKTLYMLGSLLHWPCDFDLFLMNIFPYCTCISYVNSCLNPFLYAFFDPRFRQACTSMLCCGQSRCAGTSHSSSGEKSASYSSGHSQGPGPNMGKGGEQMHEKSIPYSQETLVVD
tim23-1 inh – growth inhibitors of tim23-1 mutant yeast | S. cerevisiae tim23-1 growth, BacTiter-Glo luminescence, 24 h | inhibition, % at 20 µM | 1.3% of 330,000 active | AID 463212;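 active = growth inhibition of the mutant yeast at or above 50%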;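 also: temperature-sensitive mutant grown at 25 °C; plate controls were DMSO-treated mutant yeast for no effect and medium wells lacking yeast for full effect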
TIM10 inh – growth inhibitors of TIM10 yeast strain; S. cerevisiae TIM10 strain growth, BacTiter-Glo luminescence, 24 h; inhibition, % at 10 µM; 1.4% of 330,000 active;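 active = inhibition of 40% or more at the single tested concentration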;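 also: wild-type TIM10 isogenic control strain grown at permissive 25 °C; 0% = DMSO yeast wells and 100% = minimal medium wells without yeast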
NLRP3 yeast inh – NALP3 inhibition in yeast | Yeast reconstituted NLRP3/ASC/caspase-1, beta-gal luminescence, 24 h | inhibition, % at 10 µM | 0.39% of 330,000 active | AID 2825;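 active = inhibition of 50% or more; inactive = inhibition below 50%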;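 also: plate controls were induced DMSO wells for no effect and uninduced yeast grown without galactose for full effect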
tim10-1 inh – growth inhibitors of tim10-1 mutant yeast; AID 463190; 2.2% of 330,000 active; S. cerevisiae tim10-1 ts strain growth, BacTiter-Glo, 24 h; inhibition, % at 20 µM;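 active = inhibition of at least 40%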;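 also: mutant grown at 25 °C; 0% = DMSO wells with yeast and 100% = wells holding no yeast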
APJ ag – activates the human apelin receptor APJ; activation, % at 20 µM; 0.11% of 330,000 active; CHO-K1 APJ PathHunter beta-arrestin, luminescence; 0% DMSO wells, 100% apelin; AID 2520;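 active = activation more than six SD over the plate average, tested at 20 µM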;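 also: 0% = DMSO alone and 100% = apelin-13 at 10 nM; some results filed as inactive read as strong as hits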
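Test system – PathHunter CHO-K1 APJ (AGTRL-1) beta-arrestin reporter cells · Input – 1000 cells/well · Compound – single test compound dose, 20 µM final, 1% DMSO · Times – compound stimulation 90 min at 25 °C, detection 60 min · Technique – beta-gal luminescence · Read-out basis – APJ–arrestin association signal · Control set – negative DMSO alone, positive Apelin-13 at 10 nM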
MIN6 prolif – inducers of beta-cell replication in MIN6 cells; 0.29% of 330,000 active; MIN6 cells proliferation, ATPlite luminescence, 48 h; cells starved in 0.2% serum; 100% = growth in 10% serum; AID 2380; proliferation, % at 10 µM;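 active = compounds whose signal lies at least 3.5 SD above the mean of all wells on their plate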;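 also: 0% = DMSO-treated cells in low-serum medium and 100% = 10% serum control; some compounds called inactive have numbers as strong as hits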
MPTP block – inhibitors of mitochondrial permeability transition pore; isolated mouse mitochondria, Ca2+ swelling absorbance, 30 min; inhibition, % at 10 µM; 1.4% of 360,000 active; AID 602449;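 active = inhibition of 50% or more, scaled per plate between neutral and stimulator controls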;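 also: 0% = DMSO wells given calcium and 100% = 1 mM EGTA wells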
The depositor's hits bear a star; . = not tested or not shown. Random draw from the library, and some 7.2% of all compounds hit somewhere here.

SMILES	GRIN3A LBD mod	APJ antagonist	tim23-1 inh	TIM10 inh	NLRP3 yeast inh	tim10-1 inh	APJ ag	MIN6 prolif	MPTP block
CC(C)c1ccc(NCCC(=O)c2cccs2)cc1	0.2	-6.5	26.1	2.5	11.0	37.0	0.1	-2.8	1.4
COc1ccc(C(=O)NC2CCCN(Cc3ccc(Cl)cc3)C2)c(OC)c1 (stereo not drawn)	-1.4	2.7	35.2	3.0	41.8	17.0	-4.8	-4.0	0.1
CCSc1ccc([C@@H]2[C@@H]3C(=O)N(CC)C(=O)[C@@H]3[C@]3(C(=O)OC)CCCN23)cc1	0.6	-1.6	30.4	20.3	3.4	32.2	-4.9	3.8	-0.3
O=C(COC(=O)c1ccncc1)c1ccc(Br)cc1	2.2	8.1	20.8	-3.8	3.1	-0.7	-5.1	2.2	0.7
CCC(C)(C)NC(=O)CN(C(=O)CCC(=O)Nc1cc(C)ccn1)c1ccc2c(c1)OCCO2	0.2	-1.8	1.5	17.4	5.7	-1.7	-2.5	3.6	-0.1
O=C(Nc1ccccc1)Nc1ccc(Br)cc1F	11.6*	-5.5	0.1	2.4	29.7	4.0	2.6	0.0	53.3*
CCn1c(SCC(=O)Nc2cccc(OC)c2)nc2c(c1=O)SCC2	1.2	-1.4	6.3	-0.3	4.4	9.8	-5.3	-3.4	0.2
COc1ccccc1N1CCN(C(=O)CSc2nc3ccccc3[nH]2)CC1	-0.5	-3.3	4.4	-7.8	13.6	11.1	2.0	-2.3	-2.9
O=C(CSc1nnnn1-c1ccc(Cl)cc1)NNC(=O)c1ccc([N+](=O)[O-])cc1	-0.9	-3.1	-11.2	1.9	-6.1	-0.8	1.0	-0.4	1.0
C=CCc1ccc(OCCOCCOc2ccc(C)cc2[N+](=O)[O-])c(OC)c1	2.6	16.6	11.8	-2.0	15.0	13.9	-5.6	-0.5	-0.6
CCOC(=O)CSC1=C(C#N)C(c2ccc(OC)cc2)C2=C(CC(C)(C)CC2=O)N1 (stereo not drawn)	0.7	8.7	24.6	22.6	8.7	23.9	0.9	0.4	-0.1
CCN(c1ccccc1)S(=O)(=O)c1ccc(OCC(=O)Nc2cc(C)on2)cc1	2.2	7.7	9.7	3.4	-6.6	-2.0	-3.0	-0.7	-2.3
CC(=O)c1ccc(NC(=O)Nc2ccc(S(=O)(=O)N3CCCC3)cc2)cc1	30.2*	-25.0	8.4	-4.3	19.5	-0.5	1.6	-3.7	80.1*
CCOC(=O)C1=C(C)N=C2SC(C)C(=O)N2C1c1ccc(OC(C)=O)c(OCC)c1 (stereo not drawn)	.	-25.0	2.6	5.4	9.6	9.0	-1.5	-1.9	.
O=C(NCCc1ccncc1)Nc1ccc(F)cc1	-0.1	4.2	0.7	-1.4	9.6	11.1	-3.4	-2.2	0.0
COc1ccc(OC)c(NC(=O)C2CCN(S(=O)(=O)c3cccs3)CC2)c1	0.6	-13.0	4.4	11.4	2.2	-2.0	-2.5	-3.2	-0.4
Cc1ccccc1-n1nnnc1SCC(N)=O	-0.8	-19.3	13.1	-4.1	10.6	4.6	-1.5	-2.4	-1.9
CCOC(=O)c1c(C)[nH]c(C(=O)N2CCN(c3ccc(OC)cc3)CC2)c1C	-3.7	-1.9	12.7	7.0	3.7	30.4	-3.4	-2.1	1.5
COc1ccc(NC(=O)c2cccc(N3C(=O)C4C5C=CC(C5)C4C3=O)c2)cc1 (stereo not drawn)	2.1	6.6	11.8	2.0	9.5	9.8	-7.0	-1.2	1.0
CC(NC(=O)CNC(=O)c1ccco1)c1ccc(S(N)(=O)=O)cc1 (stereo not drawn)	-1.4	-2.1	-1.5	5.1	3.6	11.3	-2.3	-1.0	0.1
CCOc1ccc(NC(=O)CC(C)S(=O)(=O)c2ccc3c(c2)NC(=O)CO3)cc1 (stereo not drawn)	0.5	-31.6	-16.4	-0.5	12.5	0.0	-2.6	-3.8	0.6
O=C(Nc1cnccn1)Nc1ccccc1F	1.5	-13.2	14.7	-5.0	22.9	6.1	-2.4	3.0	-0.2
CC(=O)c1cccc(NC(=O)c2ccco2)c1	0.7	1.1	3.5	-2.9	25.6	-5.2	-3.2	-2.0	-1.0
COc1ccc(N(CC(=O)NCCSc2ccccn2)S(C)(=O)=O)cc1Cl	0.3	-0.5	2.0	7.7	-2.1	10.8	-1.1	2.3	0.9

Part of the list above, with values under each structure:
Below each SMILES: GRIN3A LBD mod	APJ antagonist	tim23-1 inh	TIM10 inh	NLRP3 yeast inh	tim10-1 inh	APJ ag	MIN6 prolif	MPTP block
- O=C(CSc1nnnn1-c1ccc(Cl)cc1)NNC(=O)c1ccc([N+](=O)[O-])cc1
  -0.9	-3.1	-11.2	1.9	-6.1	-0.8	1.0	-0.4	1.0
- C=CCc1ccc(OCCOCCOc2ccc(C)cc2[N+](=O)[O-])c(OC)c1
  2.6	16.6	11.8	-2.0	15.0	13.9	-5.6	-0.5	-0.6
- CCOC(=O)CSC1=C(C#N)C(c2ccc(OC)cc2)C2=C(CC(C)(C)CC2=O)N1 (stereo not drawn)
  0.7	8.7	24.6	22.6	8.7	23.9	0.9	0.4	-0.1
- CCN(c1ccccc1)S(=O)(=O)c1ccc(OCC(=O)Nc2cc(C)on2)cc1
  2.2	7.7	9.7	3.4	-6.6	-2.0	-3.0	-0.7	-2.3
- CC(=O)c1ccc(NC(=O)Nc2ccc(S(=O)(=O)N3CCCC3)cc2)cc1
  30.2*	-25.0	8.4	-4.3	19.5	-0.5	1.6	-3.7	80.1*
- CCOC(=O)C1=C(C)N=C2SC(C)C(=O)N2C1c1ccc(OC(C)=O)c(OCC)c1 (stereo not drawn)
  .	-25.0	2.6	5.4	9.6	9.0	-1.5	-1.9	.
- O=C(NCCc1ccncc1)Nc1ccc(F)cc1
  -0.1	4.2	0.7	-1.4	9.6	11.1	-3.4	-2.2	0.0
- COc1ccc(OC)c(NC(=O)C2CCN(S(=O)(=O)c3cccs3)CC2)c1
  0.6	-13.0	4.4	11.4	2.2	-2.0	-2.5	-3.2	-0.4
- Cc1ccccc1-n1nnnc1SCC(N)=O
  -0.8	-19.3	13.1	-4.1	10.6	4.6	-1.5	-2.4	-1.9
- CCOC(=O)c1c(C)[nH]c(C(=O)N2CCN(c3ccc(OC)cc3)CC2)c1C
  -3.7	-1.9	12.7	7.0	3.7	30.4	-3.4	-2.1	1.5
- COc1ccc(NC(=O)c2cccc(N3C(=O)C4C5C=CC(C5)C4C3=O)c2)cc1 (stereo not drawn)
  2.1	6.6	11.8	2.0	9.5	9.8	-7.0	-1.2	1.0
- CC(NC(=O)CNC(=O)c1ccco1)c1ccc(S(N)(=O)=O)cc1 (stereo not drawn)
  -1.4	-2.1	-1.5	5.1	3.6	11.3	-2.3	-1.0	0.1
- CCOc1ccc(NC(=O)CC(C)S(=O)(=O)c2ccc3c(c2)NC(=O)CO3)cc1 (stereo not drawn)
  0.5	-31.6	-16.4	-0.5	12.5	0.0	-2.6	-3.8	0.6

The listing continues:
SMILES	GRIN3A LBD mod	APJ antagonist	tim23-1 inh	TIM10 inh	NLRP3 yeast inh	tim10-1 inh	APJ ag	MIN6 prolif	MPTP block
O=[N+]([O-])c1ccc(NC(=S)N2CCOCC2)cc1	-2.7	-8.9	7.3	-4.7	4.4	10.1	0.2	0.0	-0.8
COc1ccc(C(CNC(=O)c2cncc(Br)c2)N(C)C)cc1 (stereo not drawn)	-7.9	6.3	6.0	6.4	14.0	1.6	-1.2	-1.2	-4.5
O=C(NCC(=O)N(Cc1ccccc1)C(C(=O)NC1CCCCC1)c1ccco1)c1ccco1 (stereo not drawn)	0.9	-13.2	9.2	4.5	10.7	6.3	-0.7	-1.9	0.1
O=C(Nc1cccc2ccccc12)c1onc2c1CCCC2	1.3	11.3	12.0	5.5	23.7	3.9	-1.1	-0.3	-5.1
CCN(c1ccccc1)S(=O)(=O)c1ccc(Cl)c(NC(=O)COC(=O)c2cc(O)c3ccccc3c2O)c1	.	-16.8	35.1	44.7*	12.0	27.9	2.3	-6.1	.
COc1ccc(/C=C/C(=O)OCC(=O)NC2CCCCCCC2)cc1	5.0	0.6	37.3	17.5	1.6	14.9	-2.4	-4.2	-0.7
Cc1cc(C(=O)Cn2cnc3cc([N+](=O)[O-])ccc3c2=O)c(C)n1CC1CCCO1 (stereo not drawn)	-0.8	-17.9	30.4	39.3	23.4	-4.9	-1.1	1.8	-1.1
COc1ccc(OCc2cccc(C(=O)N3CCCC3)c2)cc1	-0.4	7.1	9.4	1.5	17.2	26.5	-1.6	-2.3	5.4
CC1CCC(NC(=O)C2CC(=O)N(c3ccc(Cl)cc3)C2)CC1 (stereo not drawn)	-0.8	17.0	-5.8	-2.6	11.2	-3.0	0.5	-2.1	-2.0
O=C(Nc1ccc(C(=O)N2CCCC2)cc1)c1ccccc1F	-91.4	-5.6	19.1	8.6	1.4	24.9	-3.3	-2.0	-0.7
COc1ccc(C(=O)NC(=S)Nc2ccc(NC(=O)c3ccco3)cc2)cc1[N+](=O)[O-]	29.6*	-4.1	6.9	-6.1	11.4	16.9	4.7	0.0	1.1
CN(Cc1ccccn1)Cc1cn(Cc2ccccc2)nc1-c1ccc2c(c1)OCO2	1.9	18.2	9.9	2.7	-7.3	19.4	1.4	0.3	0.4
O=C(c1cc2n(n1)C(C(F)(F)F)CC(c1ccco1)N2)N1CCN(c2ccccn2)CC1 (stereo not drawn)	-1.8	1.9	14.9	23.0	8.6	8.9	-3.6	-2.9	-3.4
COc1ccccc1CC(=O)NNC(=O)CN(C)S(=O)(=O)c1ccc(Cl)cc1	0.7	-3.4	-1.1	-2.9	8.4	10.2	-0.1	3.3	-0.5
CC(=O)Nc1ccc(/C(C)=N/NC(=O)CN(c2ccccc2Br)S(C)(=O)=O)cc1	-0.5	-9.7	-2.5	6.3	2.1	3.0	-1.8	0.0	0.5
Cc1ccc(NC(=O)CN(C)C(=O)COC(=O)c2oc3ccccc3c2C)cc1	1.1	6.6	33.4	3.1	2.2	9.1	-5.2	-1.2	0.7
CC(C)(C)OC(=O)N1CCC(NC(=O)c2ncn(Cc3ccccc3)c2C(=O)NC2CCN(C(=O)OC(C)(C)C)CC2)CC1	1.4	-7.8	0.9	15.0	21.9	3.9	-2.5	-6.7	0.4
COc1cccc(CNC(=O)C2CCC(CNc3nc(=S)[nH]c4ccccc34)CC2)c1 (stereo not drawn)	-2.0	4.2	-25.4	-15.3	5.4	11.0	-6.0	-1.2	-1.1
Cc1cc(F)ccc1S(=O)(=O)Nc1ncnc2sccc12	-1.0	2.8	11.4	3.7	5.0	-2.8	-1.0	-2.0	0.6
CSc1nnc(-c2sccc2OCc2ccc(C)cc2)n1C	3.4	1.9	5.9	-22.6	-5.3	5.4	-4.7	-1.6	2.2
COc1ccc(Cn2c(=S)[nH]c3cc(C(=O)N4CCN(c5ccccc5)CC4)ccc3c2=O)cc1	2.7	22.5	-11.7	-9.3	19.7	-26.8	-0.3	-0.2	1.9
O=C(CSc1nnc(-c2cccnc2)o1)Nc1cccc(Cl)c1	0.6	7.5	-6.5	-8.5	10.0	-15.6	-3.7	1.5	1.6
O=C(Nc1cccc2cccnc12)c1cccc([N+](=O)[O-])c1	0.7	-4.8	19.8	5.5	12.9	20.8	-1.8	-2.1	1.2
CN(C)c1ccc(S(=O)(=O)NCC(=O)OCC(=O)Nc2cc(Cl)cc(Cl)c2)cc1[N+](=O)[O-]	17.8*	13.8	3.4	0.5	12.9	15.0	-3.2	0.0	6.1
